Screening data (PubChem)
CHRM5 agonist: CHRM5 agonism in calcium assay; 360,000 compounds, 0.19% hits; activation, % at 3 µM; CHO-K1 hM5 cells, Fluo-8 calcium fluorescence; 0% DMSO wells, 100% maximal acetylcholine response;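 active means activation above the run's mean over test compounds plus 3 SD, cut at about 23% in these data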;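 further: signal is peak over basal fluorescence ratio across the kinetic read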
CHRM5 PAM: potentiates acetylcholine response at human M5 receptor | CHO-K1 hM5, Fluo-8 calcium, ACh EC20 PAM; 0% = ACh EC20, 100% = ACh EC100 | activation, % at 3 µM | 360,000 compounds, 0.3% hits | AID 624038;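 active means activation above the run cutoff, the mean activation of all test compounds plus 3 SD, cut at about 18% in these data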
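system = human M5 receptor in CHO-K1 cells | compound = one concentration, 3 µM final (nominal) | schedule = Post-acetylcholine fluorescence recording 140 s | signal = Fluo-8 calcium dye fluorescence, kinetic read | benchmarks = low control EC20 acetylcholine (0%), high control EC100 acetylcholine (100%) | repeats = singlicate, one well per test compound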
CRFBP-R2 block: antagonists of CRF-binding protein/CRF-R2 receptor complex. 350,000 compounds, 0.59% hits. HEK293 CRF-R2/CRF-BP, CRF-induced calcium fluorescence. AID 588475. inhibition, % at 11.8 µM;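 active means inhibition of the ligand-induced calcium signal above about 50% at the single tested concentration, limit read from the data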
CRFR2-BP ag: agonists of human CRF-binding protein/CRF-R2 receptor complex. 350,000 compounds, 0.46% hits. activation, % at 13.2 µM. HEK293 CRF-R2/CRF-BP, calcium dye fluorescence (FLIPR); percent of saturating CRF peptide response;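 active means activation of at least 50%, plus an integration ratio under a set limit after plate pattern correction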;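 further: plate controls were neutral control wells without compound for no effect and CRF at EC100 for full effect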
CHRM4 agonist: agonists of human muscarinic M4 receptor (CHRM4). AID 624127. activation, % at 3 µM. P08173. CHO-K1 hM4/Gqi5, Fluo-8 calcium fluorescence; vehicle 0%, full acetylcholine response 100%. 360,000 compounds, 0.14% hits;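 active means activation above the run mean over all test wells plus 3 SD, cut at about 32% in these data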;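 further: peak over basal fluorescence ratio per well then scaled between controls; 0% = DMSO wells and 100% = acetylcholine at EC100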
Target sequence (P08173 whole entry, looked up): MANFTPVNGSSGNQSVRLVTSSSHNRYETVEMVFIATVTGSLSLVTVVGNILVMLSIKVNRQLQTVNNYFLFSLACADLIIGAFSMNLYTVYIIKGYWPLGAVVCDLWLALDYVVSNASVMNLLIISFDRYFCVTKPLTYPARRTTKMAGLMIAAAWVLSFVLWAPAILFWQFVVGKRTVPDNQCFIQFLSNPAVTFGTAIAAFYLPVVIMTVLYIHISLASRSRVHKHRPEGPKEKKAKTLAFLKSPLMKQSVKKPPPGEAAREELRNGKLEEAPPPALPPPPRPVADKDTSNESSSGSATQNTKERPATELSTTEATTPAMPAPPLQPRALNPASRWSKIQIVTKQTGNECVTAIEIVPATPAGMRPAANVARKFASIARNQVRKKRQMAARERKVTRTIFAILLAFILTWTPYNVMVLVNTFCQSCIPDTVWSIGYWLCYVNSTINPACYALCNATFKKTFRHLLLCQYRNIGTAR
CHRM1 PAM: human CHRM1 positive allosteric modulation; activation, % at 3 µM; P11229; 360,000 compounds, 0.088% hits; AID 588819; CHO-K1 hM1, Fluo-8 calcium fluorescence, ACh EC20; 0% = ACh EC20, 100% = maximal ACh; in the data active means activation above about 19%, passing the limit was not always enough
Target sequence (P11229 whole entry, looked up): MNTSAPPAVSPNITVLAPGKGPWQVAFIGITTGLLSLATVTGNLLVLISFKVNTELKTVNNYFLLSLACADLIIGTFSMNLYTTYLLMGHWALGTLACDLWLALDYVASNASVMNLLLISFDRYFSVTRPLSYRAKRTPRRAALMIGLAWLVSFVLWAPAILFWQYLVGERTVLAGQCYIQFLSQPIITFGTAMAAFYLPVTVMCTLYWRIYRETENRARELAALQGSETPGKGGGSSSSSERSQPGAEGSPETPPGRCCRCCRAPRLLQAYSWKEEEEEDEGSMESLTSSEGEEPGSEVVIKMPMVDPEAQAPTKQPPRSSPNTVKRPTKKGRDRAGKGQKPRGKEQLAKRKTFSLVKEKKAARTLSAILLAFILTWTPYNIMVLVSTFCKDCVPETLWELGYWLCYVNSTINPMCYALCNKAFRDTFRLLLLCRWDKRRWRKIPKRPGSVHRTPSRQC
CHRM4 PAM: potentiates acetylcholine response at human M4 receptor; P08173; CHO-K1 hM4/Gqi5, Fluo-8 calcium fluorescence, ACh EC20; 0% = ACh EC20, 100% = maximal ACh; activation, % at 3 µM; 360,000 compounds, 0.4% hits;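 active means activation above its plate's cutoff, the mean activation of sample wells plus 3 SD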; further: some results filed as inactive read as strong as hits
CHRM4 antagonist: blocks acetylcholine activation of human M4 receptor; P08173; CHO-hM4 cells, ACh EC80, Fluo-8 calcium fluorescence; inhibition, % at 3 µM; 360,000 compounds, 0.73% hits;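 active means inhibition above its plate's cutoff, the mean inhibition of sample wells plus 3 SD, cut at about 27% in these data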;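 further: 0% = acetylcholine EC80 with DMSO and 100% = DMSO without agonist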
M5 antag: blocks acetylcholine activation of human M5 receptor | P08912 | CHO-hM5 cells, Fluo-8 calcium fluorescence, ACh EC80 | inhibition, % at 3 µM | 360,000 compounds, 0.59% hits;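 active means inhibition above a per-plate cutoff, the mean of that plate's test compounds plus 3 SD, cut at about 27% in these data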;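 further: 0% = acetylcholine EC80 with DMSO and 100% = DMSO without agonist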
* = called active by the depositor; nt = not tested or not shown. Rows were taken by chance. About 2.6% of those tested had a hit in this group.

Each structure is followed by: CHRM5 agonist | CHRM5 PAM | CRFBP-R2 block | CRFR2-BP ag | CHRM4 agonist | CHRM1 PAM | CHRM4 PAM | CHRM4 antagonist | M5 antag
1) C=CCn1c(SCC(=O)Nc2ccc3c(c2)OCO3)nnc1-c1cc(Br)ccc1O
    -1 | -11 | 10 | 0.6 | 7 | -6 | -16 | -6 | 9
2) S=c1[nH]nc(-c2ccc3ccccc3n2)n1Cc1ccccc1
    -7 | -3 | 10 | 0.4 | -2 | -6 | -8 | -1 | -3
3) COc1ccc(OCc2cc(C(=O)N3CCC(OC)CC3)no2)c2ccccc12
    1 | -3 | 4 | -0.6 | 3 | -5 | 3 | -3 | -5
4) O=C(NCC(=O)c1ccccc1)OCc1ccc([N+](=O)[O-])cc1
    -2 | 3 | 20 | -1.5 | 0 | 8 | -2 | 7 | -3
5) CCC(CC)C(=O)N(CCc1ccc(OC)cc1)Cc1nc2ccccc2c(=O)[nH]1
    0 | -6 | -6 | -0.5 | 0 | -5 | -3 | -3 | 13
6) CN(C)Cc1cn(CCC(=O)O)c2ccccc12
    -2 | 4 | -3 | 1.0 | 1 | -9 | 0 | -3 | -5
7) Cc1nn2c(N)c(-c3ccccc3)cnc2c1-c1ccc(Cl)cc1
    -7 | 6 | 54* | 1.1 | 1 | 2 | -1 | -13 | -5
8) CC(Sc1ccccc1)C(=O)Nc1ccccc1C(=O)N1CCOCC1 (stereo not drawn)
    0 | -12 | 20 | 3.0 | 1 | 0 | -1 | 1 | 4
9) C[C@@H]1C(=O)N(c2ccccc2)[C@@H]1c1ccncc1
    -1 | 0 | 0 | -6.0 | 1 | 17 | 11 | -28 | -11
10) O=C(CSCc1ccc(Cl)cc1)Nc1ccc(Br)cc1C(=O)O
    -2 | -5 | 25 | 1.1 | 0 | -1 | 5 | -10 | 16
11) COc1ccc(N(CC(=O)N2CCCCCC2)S(=O)(=O)c2c(C)[nH]c(=O)[nH]c2=O)cc1
    2 | -5 | 8 | 0.5 | 0 | 6 | -3 | 3 | -1
12) O=C(OCC(=O)N1CCc2ccccc21)c1ccccc1[N+](=O)[O-]
    -2 | -5 | -24 | -2.0 | 4 | -6 | 2 | -2 | 6
13) O=C(NCc1ccccc1)c1cc(C2CCCCN2C(=O)OCCF)on1 (stereo not drawn)
    1 | 0 | nt | nt | 1 | 13 | 1 | -6 | 4
14) CCN(CC)S(=O)(=O)c1ccc(N2CC(C(=O)NC3(C)CCS(=O)(=O)C3)CC2=O)cc1 (stereo not drawn)
    1 | 3 | -1 | -0.7 | 1 | 5 | 2 | 5 | 4
15) O=C(N=Nc1c(O)[nH]c2ccc(Br)cc12)c1cc(-c2cccc3ccccc23)n[nH]1
    -2 | 3 | -17 | 1.2 | 1 | 5 | 1 | -14 | -5
16) NS(=O)(=O)CCCc1ccccc1
    1 | 4 | 4 | -1.3 | -1 | 4 | 4 | 0 | 8
17) CCn1c(SCC(=O)NCC2CCCO2)nnc1-c1ccc(S(=O)(=O)N2CCN(C)CC2)cc1 (stereo not drawn)
    -1 | 6 | -9 | 0.8 | 1 | 8 | 1 | -3 | 2
18) Clc1cc(Br)ccc1OCCCNCc1ccccc1
    3 | -3 | -35 | -2.8 | 14 | -9 | -11 | 9 | 6
19) CC(C)C[C@H](NC(=O)c1nc[nH]c1C(=O)N1CCN(C(=O)OC(C)(C)C)CC1)C(=O)OCc1ccccc1
    -9 | -5 | 4 | -1.3 | 5 | 5 | 2 | 1 | 16
20) O=C(N/N=C/c1cc2c3c(c1O)CCCN3CCC2)c1ccccc1O
    -2 | -5 | -10 | 19 | 2 | 4 | -1 | 7 | 4
21) CCOC(=O)c1ccc[n+](CC(=O)c2ccccc2)c1
    -4 | 8 | 9 | -1.9 | 3 | 2 | 17 | 10 | 5
22) CCCCCCCCN1C(=O)[C@H](CC(=O)NCc2cccc3ccccc23)C[C@@]2(C(=O)OCC)CCC=C12
    -2 | 0 | nt | nt | 1 | nt | -4 | -7 | -8
23) CC1(C)C(=S)N(Cc2ccccc2)c2ccccc21
    -2 | -1 | 11 | 0.1 | -1 | 4 | -4 | -5 | 8
24) O=C(CCC(=O)N/N=C/c1cc(Cl)cc(Cl)c1O)NCc1ccccc1
    -1 | 6 | -29 | 5.6 | 2 | 13 | 3 | -3 | -15
25) CCN(CC)S(=O)(=O)c1ccc(OC)c(NC(=O)c2ccc3c(c2)OCO3)c1
    0 | 1 | -8 | -0.9 | 4 | 16 | 4 | -2 | 3
26) O=C(COC(=O)CCC1CCCC1)Nc1ccc(Cl)cn1
    -1 | 7 | -1 | 0.5 | 1 | -8 | 18 | 24 | 12
27) CC(C)(C)NS(=O)(=O)c1ccc(CCC(=O)N2CCCCC2)cc1
    3 | 2 | -4 | 1.0 | 1 | 10 | 10 | 11 | -2
28) c1cnc(N2CCN(c3nc4ccccc4n4cnnc34)CC2)nc1
    1 | 1 | -18 | -4.9 | 3 | 0 | 3 | 1 | -4
29) CSc1cccc(NC(=O)Nc2ccccc2C(N)=O)c1
    -1 | -3 | -17 | 0.4 | 3 | 14 | -8 | -4 | 9
30) CC(=O)N1c2ccc(S(=O)(=O)N3CCC(C(=O)N4CCN(c5ccccc5)CC4)CC3)cc2CC1C (stereo not drawn)
    0 | -9 | 8 | -0.4 | 9 | -9 | -9 | 21 | 13

3 compounds already listed, sorted by the number in CHRM5 agonist, ascending:
Each structure is followed by: CHRM5 agonist | CHRM5 PAM | CRFBP-R2 block | CRFR2-BP ag | CHRM4 agonist | CHRM1 PAM | CHRM4 PAM | CHRM4 antagonist | M5 antag
17) CCn1c(SCC(=O)NCC2CCCO2)nnc1-c1ccc(S(=O)(=O)N2CCN(C)CC2)cc1 (stereo not drawn)
    -1 | 6 | -9 | 0.8 | 1 | 8 | 1 | -3 | 2
13) O=C(NCc1ccccc1)c1cc(C2CCCCN2C(=O)OCCF)on1 (stereo not drawn)
    1 | 0 | nt | nt | 1 | 13 | 1 | -6 | 4
27) CC(C)(C)NS(=O)(=O)c1ccc(CCC(=O)N2CCCCC2)cc1
    3 | 2 | -4 | 1.0 | 1 | 10 | 10 | 11 | -2

(further entries)
Each structure is followed by: CHRM5 agonist | CHRM5 PAM | CRFBP-R2 block | CRFR2-BP ag | CHRM4 agonist | CHRM1 PAM | CHRM4 PAM | CHRM4 antagonist | M5 antag
31) CCc1nc2c(OCc3cccc(Cl)c3)cccn2c1N(C)C(=O)CC(C)C
    -4 | -1 | nt | nt | -1 | -10 | -3 | -2 | 0
32) CCC(C)NC(=O)N[C@@H](Cc1ccccc1)C(=O)O (stereo partly drawn)
    -3 | 9 | -25 | 2.0 | 1 | 4 | 8 | -18 | -13
33) Cc1cc(SCC(=O)OCC(=O)NCc2ccc3c(c2)OCO3)c(C)cc1Br
    -4 | -2 | 4 | -2.0 | 4 | 13 | 0 | 1 | 5
34) COc1cccc(NC(=O)C(Sc2nnnn2C)c2ccccc2)c1 (stereo not drawn)
    -2 | 5 | 3 | -0.5 | 2 | 11 | 5 | -2 | 4
35) COCCNC(=O)C1(C)CCCN(C(=O)c2cc(C)oc2C)C1 (stereo not drawn)
    1 | -1 | nt | nt | 0 | 6 | 6 | -10 | -13
36) O=C(O)CCC(=O)Nc1ccc(N2CCCCCC2)cc1
    1 | 8 | -19 | 3.4 | 1 | 7 | 17 | 9 | 8
37) Oc1ccc(C2=NNC(c3ccc(O)cc3)=NN2)cc1
    2 | 1 | -9 | 1.4 | 0 | 11 | 2 | -1 | 9
38) Cc1ccc(NC(=S)NNC(=O)c2c([N+](=O)[O-])c(C)nn2C)cc1
    -3 | -1 | 6 | 3.8 | 1 | -3 | -5 | -9 | -4
39) O=[N+]([O-])c1ccc(-n2nnnc2CN2CCCCC2)cc1
    -4 | -1 | 33 | 3.0 | 1 | 2 | -5 | -8 | -1
40) S=c1nc(-c2ccccc2)[nH]c2ccc(Br)cc12
    -2 | 5 | -13 | 1.5 | 1 | 12 | 1 | -2 | 0
41) CCC(=O)Oc1ccc(-c2cnc3ccccc3n2)cc1
    0 | 2 | 1 | 0.7 | 3 | -2 | -5 | 0 | -2
42) COc1ccc(-c2nc(NC(=O)c3nc4nccc(C)n4n3)sc2C)cc1
    1 | -7 | 5 | -2.2 | 3 | 5 | 4 | -4 | -6
43) CC(=O)c1ccc(N2CCN(C(=O)CN3C(=O)NC4(CCCCC4)C3=O)CC2)c(F)c1
    1 | 0 | 4 | 0.5 | 0 | -1 | -3 | -4 | 2
44) On1c(-c2ccc(Cl)cc2Cl)nc2ncccc21
    -3 | 1 | 2 | -0.6 | 2 | 12 | -3 | 0 | 3
45) Cc1occc1-c1nnc(SCC(=O)c2ccc(Cl)cc2)n1C
    -8 | 2 | -11 | -0.1 | 2 | 3 | 4 | -2 | 7
46) FC(F)(F)Oc1ccccc1C(c1nnnn1C1CCCC1)N1CCN(C/C=C/c2ccccc2)CC1 (stereo not drawn)
    -8 | -22 | nt | nt | -1 | -25 | -15 | 23 | 64*
47) CC(C)CC(=O)NNC(=S)Nc1ccc(S(N)(=O)=O)cc1
    -4 | -10 | -1 | -1.1 | 1 | -7 | 1 | -4 | 27
48) Cc1ccc(/C=C2\CCCC3=C2NC(=S)NC3c2ccc(C)cc2)cc1 (stereo not drawn)
    -2 | -6 | -20 | -1.9 | -2 | 3 | 1 | -9 | 2
49) CCCc1ncc(C(O)(c2ccccc2)c2ccccc2)n1C
    -11 | -20 | -5 | 2.3 | 2 | -32 | -18 | 62* | 59*
50) O=C(CSc1nc2ccccc2o1)Nc1nncs1
    0 | 1 | -4 | -0.1 | 0 | 4 | 5 | 10 | -3
51) Cc1cc(C(=O)NC(C)C)on1
    -5 | -13 | -10 | 0.4 | 0 | -5 | -8 | 23 | 15
52) O=C(CCc1nnc2n(Cc3ccccc3)c(=O)c3ccccc3n12)NCCN1CCOCC1
    1 | 5 | -11 | -1.3 | 1 | 2 | 13 | -21 | 1
53) Clc1ccc(Cc2noc(CN3CCN(c4ccccc4)CC3)n2)c(Cl)c1
    -5 | -10 | -5 | -1.2 | 3 | 0 | 0 | -22 | -3
54) COC(=O)c1ccc(CNC(=O)COC(=O)c2cccs2)cc1
    2 | -8 | -5 | -1.5 | 2 | 7 | -1 | 3 | 18
55) O=C(c1ccccc1OCc1ccc(Cl)cc1)N1CCN(c2ccccn2)CC1
    0 | 0 | -2 | -2.2 | 8 | 7 | -4 | -8 | -1
56) Cc1cccc(NCC(=O)N/N=C\c2c[nH]c3ccccc23)c1
    -6 | -8 | -21 | -0.3 | 4 | 3 | -11 | 28* | 11
57) c1nc(COc2nsnc2N2CCOCC2)cs1
    -3 | -1 | -6 | 3.7 | 1 | 3 | -3 | 1 | 3
58) O=C(Nc1cccc(-c2nc3ccccc3[nH]2)c1)c1cccc(NC(=O)c2ccco2)c1
    3 | -16 | 18 | 1.5 | 24 | -14 | -12 | 18 | 16
59) COc1cc(/C=C2\SC(=O)N(CC(=O)Nc3cccc(C)c3)C2=O)cc([N+](=O)[O-])c1O
    0 | 7 | 28 | -1.9 | 0 | 0 | 6 | 1 | 1
60) O=C1NNC(c2ccccc2)=N/C1=C\c1ccc(Cl)cc1
    2 | -5 | 19 | 0.6 | 1 | 4 | 0 | 0 | 11
61) CCc1ccc(NC(=O)C(C)OC(=O)c2ccc(N3CCCC3)c([N+](=O)[O-])c2)cc1 (stereo not drawn)
    -1 | 6 | -23 | -1.0 | 1 | 9 | 1 | 10 | -7
62) CCCCCOc1ccc(CSCCNC(=S)Nc2ccccc2)cc1
    -2 | 7 | -44 | -3.1 | 1 | 3 | -3 | 6 | -7
